From PubChem BioAssay
TbMetRS inhib: blocks T. brucei methionyl-tRNA synthetase activity. purified T. brucei MetRS, ATP depletion, Kinase-Glo luminescence. inhibition, % at 11.9 µM. hit rate 0.4% among 360,000;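 active = inhibition above a per-plate cutoff of the control wells' mean inhibition plus 3 SD, cut at about 5.5% in these data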;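 also: 0% = DMSO wells median and 100% = median of wells with control inhibitor compound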
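Material: T. brucei methionyl-tRNA synthetase, purified; reagent: substrates ATP, L-methionine and bulk Escherichia coli tRNA; dosing: 11.9 µM single point; timing: 15 min plus 2 h at 25 °C; detection: luminescence of leftover ATP; evaluation: % inhibition; control set: DMSO-only wells as low control; replicates: singlicate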
CSN inh: CSN deneddylation inhibition | hit rate 0.38% among 360,000 | Purified CSN, SCF-Nedd8-OG deneddylation, fluorescence polarization | inhibition, % at 12.5 µM;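 active = pattern-corrected inhibition above about 35%, with an unprinted fluorescence ratio check between 0.5 and 1.5, limit read from the data, passing the limit was not always enough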;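 also: 0% = enzyme with substrate and 100% = substrate without enzyme; some results filed as inactive read as strong as hits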
Target sequence (Q92905 whole entry, looked up, one chain of several): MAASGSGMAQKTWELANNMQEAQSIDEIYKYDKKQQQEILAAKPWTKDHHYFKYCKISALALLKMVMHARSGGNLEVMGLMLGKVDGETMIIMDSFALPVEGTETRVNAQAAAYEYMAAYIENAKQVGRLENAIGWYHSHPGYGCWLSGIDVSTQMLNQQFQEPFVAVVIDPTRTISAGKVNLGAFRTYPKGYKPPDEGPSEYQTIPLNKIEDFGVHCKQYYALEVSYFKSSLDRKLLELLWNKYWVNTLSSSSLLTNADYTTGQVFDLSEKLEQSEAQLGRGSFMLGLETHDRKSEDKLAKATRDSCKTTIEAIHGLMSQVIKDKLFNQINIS
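Assay system: purified human Csn5 enzyme expressed in HEK293T cells; measure: % inhibition; also added: SCFSkp2-Nedd8OG substrate at 10 nM final; technique: fluorescence polarization; times: reaction 90 min, room temperature; medium: Tris buffer pH 7.5, NaCl, DTT, Tween-20, trehalose, ovalbumin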
Rin1 Abl inh: human Rin1-Abl interaction inhibition | hit rate 0.4% among 360,000 | TR-FRET Rin1/Abl binding, biochemical | inhibition, % at 7.35 µM | P00519+Q13671; in the data active = inhibition above about 5%, passing the limit was not always enough
Neddyl block: inhibitors of human cullin neddylation; TR-FRET cullin neddylation, biochemical; calls only at 25 µM; hit rate 0.58% among 360,000; in the data active = inhibition above about 36%
eLon inh: inhibits E. coli Lon protease | purified E. coli Lon protease, fluorescence polarization | inhibition, % at 7.94 µM | hit rate 0.42% among 360,000 | AID 602123; in the data active = inhibition above about 13%, passing the limit was not always enough;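 also: 0% = enzyme with probe and DMSO and 100% = no enzyme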
Target sequence (P0A9M0 whole entry, looked up): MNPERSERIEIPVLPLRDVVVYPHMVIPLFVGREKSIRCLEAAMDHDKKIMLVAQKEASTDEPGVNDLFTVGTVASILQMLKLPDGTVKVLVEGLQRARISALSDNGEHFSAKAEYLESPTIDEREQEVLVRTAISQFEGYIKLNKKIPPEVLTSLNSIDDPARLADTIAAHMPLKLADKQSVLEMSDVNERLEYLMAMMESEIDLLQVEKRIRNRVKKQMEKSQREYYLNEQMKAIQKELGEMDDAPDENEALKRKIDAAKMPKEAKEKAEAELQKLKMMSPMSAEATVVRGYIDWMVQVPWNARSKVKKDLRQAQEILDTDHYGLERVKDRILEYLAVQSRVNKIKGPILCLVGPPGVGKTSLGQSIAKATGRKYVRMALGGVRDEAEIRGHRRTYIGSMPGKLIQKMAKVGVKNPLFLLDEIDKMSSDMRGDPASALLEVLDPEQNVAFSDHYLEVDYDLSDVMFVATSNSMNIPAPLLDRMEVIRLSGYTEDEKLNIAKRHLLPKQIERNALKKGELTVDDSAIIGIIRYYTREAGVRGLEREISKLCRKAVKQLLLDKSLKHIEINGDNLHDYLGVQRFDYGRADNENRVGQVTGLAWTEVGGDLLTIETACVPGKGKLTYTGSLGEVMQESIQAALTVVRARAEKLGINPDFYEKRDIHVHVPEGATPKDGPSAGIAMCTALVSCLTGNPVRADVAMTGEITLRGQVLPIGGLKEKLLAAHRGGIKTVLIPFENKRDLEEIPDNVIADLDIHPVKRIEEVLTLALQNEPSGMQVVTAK
MsrA inhibitor: inhibits bovine methionine sulfoxide reductase A; purified bovine MsrA, absorbance read-out; inhibition, % at 15.5 µM; hit rate 0.75% among 360,000; AID 651718; in the data active = inhibition above about 4.5%;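 also: 0% = vehicle wells with enzyme and 100% = reference inhibitor wells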
bovine MsrA act: bovine methionine sulfoxide reductase A activation; purified bovine MsrA, absorbance read-out; activation, % at 10.6 µM; hit rate 0.3% among 360,000; AID 602163; in the data active = activation above about 7.5%;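 also: 0% = vehicle and 100% = reference activator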
FAS TE block: blocks the thioesterase domain of human fatty acid synthase. hit rate 0.67% among 360,000. inhibition, % at 15 µM. P49327. recombinant FAS-TE, OMFH fluorogenic substrate, fluorescence endpoint. AID 602261;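 active = compounds whose normalised, plate-corrected inhibition of enzyme fluorescence in the single-dose primary screen is 50% or more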;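 also: 0% = DMSO with enzyme and 100% = substrate without enzyme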
PABP1 MLLE inh: inhibitors of microRNA-mediated deadenylation, human PABP1 MLLE binding | hit rate 0.36% among 360,000 | GST-MLLE / FITC-PAM2 fluorescence polarization | AID 588489 | inhibition, % at 20 µM | P11940; in the data active = inhibition above about 35%, passing the limit was not always enough;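 also: plate controls were DMSO wells with GST-MLLE for no effect and wells lacking GST-MLLE protein for full effect; some results filed as inactive read as strong as hits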
* = called active by the depositor; i = inactive; . = no result given; + = active, no number. Rows are unselected. Share with any hit: about 4%.

no.	SMILES	Neddyl block	PABP1 MLLE inh	TbMetRS inhib	FAS TE block	bovine MsrA act	Rin1 Abl inh	MsrA inhibitor	eLon inh	CSN inh
1	Cc1ccccc1-c1nc(-c2ccccn2)no1	i	9	-3.1	-5	-6	1	1.1	7	0
2	Cc1cccc(OCCC(=O)NCC(c2ccco2)N2CCCCC2)c1 (centres undefined)	i	1	-0.1	-7	-1	-5	-0.6	6	2
3	Cc1ccc2cccc(OCC(=O)N(C)CC(=O)Nc3ccc(F)cc3)c2n1	i	2	-0.7	-9	-12	6	0.8	9	5
4	Cc1nn(CC2CC2)c(=O)n1-c1ccc(F)cc1	i	20	0.0	-6	-2	1	-0.9	-6	-3
5	CCOC(=O)N1CCN(c2nc(=S)n(-c3ccccc3)c(C)c2C(C)=O)CC1	i	24	-1.5	-11	-5	-1	0.1	-11	-1
6	COc1cc2c(cc1OC)C(c1cc3ccccc3oc1=O)=NC(C)(C)C2	i	16	-1.3	-5	-8	0	1.7	1	-3
7	Cc1ccc(S(=O)(=O)Nc2ccc3c(c2)nc(CCN2CCN(c4ccccn4)CC2)n3C)cc1	i	-3	0.1	1	-4	6	0.2	3	4
8	O=C(O)C1C2C=CC(C2)C1C(=O)Nc1cccc(Cl)c1 (centres undefined)	i	7	-0.8	-6	-1	1	0.0	-2	0
9	CCOC(=O)c1oc2cc(O)cc(C)c2c(=O)c1-c1cscn1	i	-4	1.1	-8	-11	1	3.7	12	1
10	COc1ccccc1C(CNC(=O)c1ccc(OCc2c(C)noc2C)cc1)N1CCCC1 (centres undefined)	i	-12	-0.1	-8	-13	3	-0.1	-14	-1
11	O=C(COc1ccc(Br)cc1CNCCCN1CCOCC1)Nc1ccccc1	i	7	0.6	-3	0	1	0.2	6	-6
12	Cc1ccc2oc(-c3cccc(NC(=O)c4ccc(Br)o4)c3C)nc2c1	i	13	-0.9	9	1	-2	0.2	-4	4
13	COc1ccc(CNC(=O)CN2CCN(C(c3ccccc3)c3ccccc3)CC2)cc1	i	-13	-1.0	16	-5	7	-0.5	0	6
14	CC(C)Cc1nnc(NC(=O)c2ccc(N3CCCC3=O)cc2)s1	i	-8	0.0	-7	0	0	-0.6	-1	-2
15	CCCCOc1ccc(-c2nnn(CC(=O)Nc3ncc(CC(=O)OCC)s3)n2)cc1	i	-6	-1.2	19	-7	-1	0.3	-7	4
16	CCOC(=O)C1(CC2CCCCO2)CCN(C(=O)Nc2ccc3c(c2)OCO3)CC1 (centres undefined)	i	10	0.2	-1	-2	0	-0.2	-7	-1
17	COCC(=O)N(CCc1ccc(OC)c(OC)c1)Cc1nc2ccccc2c(=O)[nH]1	i	6	-1.0	-13	-8	2	0.7	-1	3
18	C=CCn1c(C(CC(C)C)CC(C)O)n[nH]c1=S (centres undefined)	i	-18	-0.6	-7	-1	-4	-1.2	-4	1
19	COc1ccccc1Oc1ccc(S(=O)(=O)NCc2ccccn2)cc1	i	9	-0.4	-4	-3	2	-1.2	-4	3
20	CCCCOc1cccc(/C=N/NC(=O)c2csc(C)c2C)c1	i	8	-0.5	12	4	-2	0.7	-12	0
21	COc1ccccc1CNC(=O)CCCOc1cc(=O)n(C)c2ccccc12	i	2	0.9	-3	-1	3	0.0	-2	-6
22	COc1ccc(NC(=O)CN(C)C(=O)c2ccc(NC3CC3)c([N+](=O)[O-])c2)cc1	i	4	-0.6	-14	-7	-4	-0.5	-5	2
23	COC(=O)c1cc(Cl)c(NS(=O)(=O)c2ccccc2)cc1OC	i	-4	0.2	-4	-4	2	0.1	-9	-2
24	CC(NS(=O)(=O)c1cccc(C(=O)O)c1)C12CC3CC(CC(C3)C1)C2 (centres undefined)	i	-8	-0.3	3	-1	2	-0.4	3	0
25	CCOC1=C2CN(S(=O)(=O)c3ccc(C)cc3)C(c3ccc(C)cc3)CC2N(S(=O)(=O)c2ccc(C)cc2)C(c2ccccc2)C1 (centres undefined)	i	.	-0.6	.	.	.	-0.5	.	1
26	COCCNC(=O)CSc1nnc2c(Cl)cc(Cl)cn12	i	-7	-1.3	-8	-2	-1	0.4	7	-6
27	CC(C)(C)c1ccc(S(=O)(=O)N2CC(=O)Nc3ccccc32)cc1	i	12	-0.2	-3	-3	-1	1.5	-6	2
28	O=C(CCN1C(=O)/C(=C/C=C/c2ccccc2)SC1=S)Nc1nc2ccccc2s1	i	-5	0.9	23	-2	3	-0.9	-4	0
29	CN(C)C(=O)CN1CCN(C(=O)CCl)CC1	i	4	-0.2	-3	-2	1	0.7	-2	-1
30	CCOC(=O)c1[nH]c2ccc(OC)cc2c1NC(=O)N1CCOCC1	.	1	-1.3	-9	-6	-1	0.1	-10	-3
31	O=C(c1ccc(CS(=O)c2ccccc2Cl)o1)N1CCN(c2ccccn2)CC1 (centres undefined)	i	7	-0.5	-2	3	-2	-0.2	-9	-4
32	COc1cc(C)c(S(=O)(=O)N2CCN(C)CC2)cc1C	i	0	-1.1	-7	-8	1	-1.2	-13	1
33	COc1cccc(N2CCN(Cc3ccco3)CC2)c1	i	4	0.0	-4	-4	-1	0.2	1	1
34	CC(C)[C@H](NC(=O)c1ccccc1Cl)C(=O)Nc1nc(-c2ccccn2)cs1	i	-19	-0.7	4	-5	-2	-1.1	10	-5
35	CCN(C[C@H]1N[C@@](Cc2ccccc2)(C(=O)OC)[C@H]2C(=O)N(Cc3ccccc3)C(=O)[C@@H]12)C(=O)c1ccccc1	i	7	0.8	10	-1	2	-0.2	7	-3
36	COc1ccc(C(O)P(=O)(OCC(C)C)c2ccc(N(C)C)cc2)c(OC)c1 (centres undefined)	i	-10	-1.3	-3	-5	2	-1.8	-5	-5
37	COC(=O)C1CCN(C(=O)COC(=O)c2oc3ccccc3c2C)CC1	i	-9	-0.2	-11	5	-3	0.7	-4	-1
38	O=C(Nc1nc2c(s1)COc1ccccc1-2)c1cccs1	i	-8	-0.6	20	-3	-1	0.8	-2	-1
39	C=CCn1c(O)c(N=Nc2ccccc2[N+](=O)[O-])c2ccccc21	i	-4	-0.1	6	-1	0	1.2	8	1
40	O=C(CNc1ccccc1)N/N=C/c1cc([N+](=O)[O-])ccc1N1CCCC1	i	9	-0.8	52*	0	-4	1.7	0	5
41	Cc1ccc(N(CC(=O)NCc2ccccc2)C(=O)c2csnn2)cc1	i	15	-1.1	-4	-11	1	0.2	-1	-6
42	O=C(COC(=O)CC(c1ccccc1)c1ccccc1)NCc1ccc(Cl)cc1	i	-8	-0.6	28	-2	2	2.6	-1	-3
43	CC(=O)Nc1ccc(C(=O)N/C(=C/c2ccccc2)C(=O)N2CCCCC2)cc1	i	-5	-0.3	-2	1	4	1.1	7	-3
44	C=CCN1C(=O)OC2(CCCCC2)C1(C)O (centres undefined)	i	3	-0.8	-10	-3	1	-0.8	13	-5
45	O=S(=O)(Nc1ccccn1)c1ccc(Cl)cc1	i	7	-0.6	-7	-4	-3	1.0	0	-1
46	CC(C)Sc1nc(C(F)(F)F)cc(=O)n1-c1ccccc1	i	2	0.3	11	14*	-2	0.5	-8	-5
47	O=C(NCCc1c[nH]c2ccccc12)C1CCC(=O)N(CCc2cccc(F)c2)C1 (centres undefined)	i	3	-0.1	0	-2	-6	1.0	-3	0
48	CCn1c2ccccc2c2cc(NC(=O)CNCc3ccccc3OC)ccc21	i	-3	-0.3	9	-2	3	0.2	3	1

Whole records, looked up by structure:
`CC(C)Sc1nc(C(F)(F)F)cc(=O)n1-c1ccccc1` in the list: Neddyl block = i; PABP1 MLLE inh = 2; TbMetRS inhib = 0.3; FAS TE block = 11; bovine MsrA act = 14*; Rin1 Abl inh = -2; MsrA inhibitor = 0.5; eLon inh = -8; CSN inh = -5
`O=C(Nc1nc2c(s1)COc1ccccc1-2)c1cccs1` in the list: Neddyl block = i; PABP1 MLLE inh = -8; TbMetRS inhib = -0.6; FAS TE block = 20; bovine MsrA act = -3; Rin1 Abl inh = -1; MsrA inhibitor = 0.8; eLon inh = -2; CSN inh = -1

(more compounds)
no.	SMILES	Neddyl block	PABP1 MLLE inh	TbMetRS inhib	FAS TE block	bovine MsrA act	Rin1 Abl inh	MsrA inhibitor	eLon inh	CSN inh
49	C=CCC(=O)N1CCC(n2nccc2NC(=O)CCOc2ccccc2)CC1	i	9	-0.5	-4	-3	-2	0.8	-5	5
50	N#Cc1ccc(NC(=O)C2=COCCO2)cc1	i	5	-0.6	-5	-8	0	0.0	8	-4
51	O=C(O)c1ccccc1Nc1ccc(OC(F)F)cc1	i	9	-0.2	-5	-2	-3	1.0	2	1
52	O=C(Cn1c(O)c(/C=C2\C=Nc3ccccc32)sc1=O)N1CCOCC1	i	0	0.3	-11	-4	-3	0.6	1	-3
53	C=CCNC(=O)c1cccn1-c1ccsc1C(=O)OC	i	-10	0.4	-9	-4	1	-0.9	-1	0
54	CN1CCN(CCC(=O)N2c3ccccc3Sc3ccc(Cl)cc32)CC1	i	-11	-0.6	-7	-6	-1	0.4	-5	5
55	C/C(=N\Nc1nc(N2CCOCC2)nc(N2CCOCC2)n1)c1cccs1	i	-4	1.1	-2	-5	1	1.5	-10	-16
56	COc1ccccc1NS(=O)(=O)c1cc(C)ccc1C	i	-1	0.1	5	1	0	1.7	-10	5
57	CCc1ccccc1-n1ncc(C(=O)Nc2ccccc2OC)c1C	i	-21	0.1	10	0	1	-0.7	-8	-2
58	COc1cc(CC(=O)OCC(=O)N2CCCCC2)cc(OC)c1OC	i	4	0.2	0	-3	3	-1.2	-7	0
59	COc1ccccc1/C=C(/CC(=O)NCc1ccccc1)c1nc2ccccc2s1	i	8	-0.6	16	-4	1	2.6	-11	-3
60	COC(=O)CSc1cc(C)nc2ccc(OC)cc12	i	-5	0.4	-6	-4	-22	2.6	-13	2
61	COc1cc(CNCCN2CCOCC2)ccc1OCC(=O)NC(C)(C)C	i	-2	0.5	-2	-6	2	0.4	0	6
62	Cc1occc1-c1nnc(SCc2nc3ccccc3c(=O)n2CC#N)n1C	i	-54	-0.6	-9	0	-1	1.0	-18	4
63	CCCCOc1ccc(C(=O)N2CCNC(=O)C2)cc1	i	2	-0.3	-7	-4	3	0.2	1	7
64	CC1(C)Nc2ccc(O)cc2-c2c1ssc2=S	i	17	0.1	-3	-6	-10	0.1	9	-4
65	CCCC(C)NC(=O)Cc1ccc(Br)cc1 (centres undefined)	i	13	0.7	-6	-1	2	-0.8	-5	-10
66	O=C(CN1C(=O)S/C(=C/c2cccn2-c2ccc(O)cc2)C1=O)N1CCCC1	i	0	0.6	-2	-1	-2	-0.3	-7	2
67	COc1ccc(S(=O)(=O)N(C)C)cc1NCC(=O)Nc1ccc(Br)cc1F	i	-1	-0.9	31	-8	2	1.0	-8	-5
68	COc1ccccc1-n1c(-c2cccnc2)n[nH]c1=S	i	-8	-1.8	-10	-1	2	0.7	0	-4
69	CC(C)OC(=O)C(CC(=O)O)NCc1ccccc1 (centres undefined)	i	29	-1.1	-2	-3	2	0.3	0	1
70	O=C1Nc2ccccc2/C1=C/c1ccccc1F	i	-3	-0.2	-4	-2	3	0.5	2	2
71	COc1ccccc1NC(=O)CCS(=O)(=O)c1ccccc1	i	2	-0.1	-3	-4	-3	-0.5	-4	-5
72	Cc1cc(N2CCOCC2)n2nc(C)c(-c3ccc(Cl)cc3)c2n1	i	-3	0.0	9	0	2	-0.3	-8	0
73	Cc1nn(C)cc1/C=C/C(=O)c1cccs1	i	5	0.4	-2	-4	-1	5.4*	-43	0
74	Cc1ccc(-n2nc3ccc(NC(=O)C(C)C)cc3n2)cc1	+	-1	0.3	-8	-3	-4	-0.8	-7	24
75	Cn1cc(CN2CCCC(CO)(Cc3ccccc3)C2)c2ccccc21 (centres undefined)	i	-1	-0.4	-4	-2	0	-1.0	-9	-4
